Compound activity: PubChem, National Center for Advancing Translational Sciences (NCATS)
LMNA splice mod – LMNA splicing modulation; HeLa LMNA splicing GFP/RFP minigene ratio, 48 h; Potency, µM (titrated, usually from 46.1 µM), for inactives: at the top dose ratio change, negative = inhibition, most hits filed as inhibitors; 200,000 tested, 0.01% active; AID 1487; active means well fitted inhibition curve with a large enough effect in the signal ratio, with a control signal flat, not every such curve was filed as active; inconclusive means small, poorly fitted or top-dose-only effect, or effect the other way, or a change in a side signal; the % refers to the signal ratio; further: on the % scale 0 is the no-effect control and ±100 the full control effect
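S3 HeLa cells stably expressing lamin A-EGFP splicing minigene plus DsRed2, 600 cells/well, 48 h compound exposure at 37C. Laser-scanning cytometry; analysed as GFP (500-530 nm)/RFP (575-640 nm) total intensity ratio; 0.5% DMSO vehicle.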
Epigenetic reg – epigenetic control regulation, reporter derepression; murine LDR cells, GFP reporter derepression, 30 h; Potency, µM (highest dose often 53.9 µM), for the others: at the top dose GFP activation, usual class: activators; 280,000 tested, 0.2% active; active means well fitted activation curve with a large enough effect; inconclusive means small, poorly fitted or top-dose-only effect; further: % of control where 0% means no effect; nearly all actives have a fitted effect of over 60% in size
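Murine LDR cells carrying a silenced, genomically integrated CMV-driven GFP reporter were exposed to compound for 30 hours at 37 C. After PBS washes, GFP-positive cells (20–120 um objects) were counted by laser-scanning microplate cytometry.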
Numbers without * were called inactive; ? = inconclusive; [ ] = another dose, or the depositor's remark. Potency means the concentration at half of the fitted maximal effect.

Epigenetic reg	LMNA splice mod	SMILES
0.3%	11%[46 µM]	CCSc1nc2c([nH]c3ccccc32)c(=O)n1-c1ccc(F)cc1
-0.4%	-13%[46 µM]	COc1ccc(S(=O)(=O)c2cn(C)c3cc(N4CCOCC4)c(F)cc3c2=O)cc1
1.1%	-1%[46 µM]	Cc1ccc(CNC(=O)C2CCC(CNS(=O)(=O)c3ccc(C)cc3)CC2)cc1 (stereo not given)
0.0%	-2%[46 µM]	CCOc1ccccc1CNC(=O)C1CCCN(c2ncnc3onc(-c4ccc(F)cc4)c23)C1 (stereo not given)
-1.2%	0%[46 µM]	COc1ccc(OC)c(CCNC(=O)C2CCN(c3ncnc4c3nc3n4CCCCC3)CC2)c1
-1.5%	-9%[46 µM]	NC(=O)c1c(NC(=O)CS(=O)(=O)c2ccc(Cl)cc2)sc2c1CCCCC2
1.2%	-2%[46 µM]	COc1ccc(N2CCN(C(=O)CSCc3ccc(C)cc3)CC2)cc1
0.0%	-19%[46 µM]	CC(CNC(=O)Cn1c(-c2cccs2)cc2ccccc21)c1ccccc1 (stereo not given)

Sorted by molar mass (rising): some entries from above
Epigenetic reg	LMNA splice mod	SMILES
-1.5%	-9%[46 µM]	NC(=O)c1c(NC(=O)CS(=O)(=O)c2ccc(Cl)cc2)sc2c1CCCCC2
0.0%	-2%[46 µM]	CCOc1ccccc1CNC(=O)C1CCCN(c2ncnc3onc(-c4ccc(F)cc4)c23)C1 (stereo not given)
-1.2%	0%[46 µM]	COc1ccc(OC)c(CCNC(=O)C2CCN(c3ncnc4c3nc3n4CCCCC3)CC2)c1

The list goes on.
Epigenetic reg	LMNA splice mod	SMILES
-2.2%	24%[46 µM]	Cc1cc(C)cc(OC(=O)c2cc(-c3ccc4c(c3)OCCO4)on2)c1
-1.7%	?	Cc1ccc2c(c1)c(=O)c(C(=O)c1ccncc1)cn2CC(=O)Nc1c(C)cccc1C
-1.4%	?	COc1ccc(C2C(=O)N(C3CCCCC3)CC(=O)N2Cc2ccccc2Cl)cc1OC (stereo not given)
3.8%	?	COc1ccc(S(=O)(=O)N(CC(=O)Nc2ccc(Br)cc2)Cc2ccccc2)cc1
-6.3%	?	CCCN1CCN(c2ncnc3sc(C(=O)Nc4ccc(OC(F)(F)F)cc4)c(C)c23)CC1
0.0%	-6%[46 µM]	Cc1c(NC(=O)CC(C)C)cccc1-c1nc2cccnc2s1
-4.1%	-4%[46 µM]	CC(C)c1ccc(CNC(=O)c2ccc(N3CCCC3)c(NC(=O)NCc3ccc(F)cc3)c2)cc1
4.2%	-8%[46 µM]	O=C(NC1CC(=O)N(c2ccccc2)C1)C(c1ccccc1)c1ccccc1 (stereo not given)
0.4%	4%[46 µM]	CCOc1ccc(CNC(=O)C2CCN(S(=O)(=O)N3CCC(C)CC3)CC2)cc1OC
5.2%	-6%[46 µM]	COc1ccccc1C(=O)Nc1ccccc1SCc1cc(=O)c2ccccc2[nH]1
0.3%	6%[46 µM]	COc1ccc(CNC(=O)Cn2nnc(-c3ccc(C(F)(F)F)cc3)n2)cc1
-0.4%	-8%[46 µM]	CCCCN(CC)CCCNC(=O)Cn1ncc2c([nH]c3ccc(C)cc32)c1=O
3.8%	-15%[46 µM]	CC(C)(C)OC(=O)N1CCC(c2c(C(=O)NC3CCN(Cc4ccccc4)CC3)cnn2-c2cccc(F)c2)CC1
2.6%	10%[46 µM]	Cc1cc(-n2c(C)nc3ccccc3c2=O)ccc1NC(=O)c1ccccc1[N+](=O)[O-]
2.2%	?	NC(=O)C1CCN(C(=O)c2ccc3c(c2)N(Cc2cccc(Cl)c2)C(=O)c2ccccc2S3=O)CC1 (stereo not given)
1.1%	5%[46 µM]	O=C(c1ccco1)N1CCN(C(=O)c2cnn(-c3cccc(F)c3)c2C2CCNCC2)CC1
-3.2%	3%[46 µM]	COc1cc(-c2cc(OC)c3c(C)oc(C)c3c(=O)c2)ccc1OC(=O)c1ccc(C)cc1
3.4%	-17%[46 µM]	CCOc1ccc(NC(=O)N2CCN(S(=O)(=O)c3ccc4c(ccn4C)c3)CC2)cc1
0.0%	-23%[46 µM]	O=C(Cn1nc2c(cc1=O)CCCC2)NCc1ccc(Cl)cc1
-0.2%	-3%[46 µM]	O=C(Nc1ccc(-c2nc3cc(NC(=O)c4ccc(F)cc4)ccc3o2)cc1)c1ccc(F)cc1
0.0%	-8%[46 µM]	O=C(CSc1nc(=O)[nH]c2c1CCC2)NCc1ccccc1Cl
-1.3%	-10%[46 µM]	O=C(CN1C=NS(=O)(=O)c2ccc(C(F)(F)F)cc21)Nc1cccc(C(F)(F)F)c1
0.0%	7%[46 µM]	COc1ccc(-c2cn3c(n2)sc2cc(C(=O)NCCc4ccccc4)ccc23)cc1
-2.8%	-3%[46 µM]	CCOCCCNC(=O)C1CCN(c2nc3ccc(C)cc3[nH]2)CC1
2.8%	-16%[46 µM]	Cc1ccc(C2c3[nH]c4ccccc4c3CCN2C(=O)c2ccc(N(C)C)cc2)cc1 (stereo not given)
-0.4%	12%[46 µM]	Cc1ccc(-n2ncc(C(=O)NCCN3CCOCC3)c2C2CCN(C(=O)OC(C)(C)C)CC2)c(C)c1
2.5%	4%[46 µM]	COc1ccc(CCNC(=O)C(=O)NCC(c2ccco2)S(=O)(=O)c2ccccc2)cc1 (stereo not given)
2.4%	?	COc1ccc(OCC2c3cc(OC)c(OC)cc3CCN2C(=O)c2c(F)cccc2F)cc1 (stereo not given)
-0.2%	5%[46 µM]	Cc1ccc2nc(NC(=O)CSc3ncc(C(=O)Nc4ccc(F)cc4)c(=O)n3C)sc2c1
1.2%	?	COc1cccc(NC(=O)CSc2nc(=O)[nH]c3c2CCCC3)c1
-2.6%	?	CC(C)Oc1ccc(CNC(=O)c2ccccc2NC(=O)c2nsc3ccccc23)cc1
-1.8%	?	CC(C)(C)c1ccc(C(=O)Nc2cc(-c3ccccc3)nn2-c2ccccc2)cc1

Compounds from the list above that have a CF3 group, in the order listed:
Epigenetic reg	LMNA splice mod	SMILES
-6.3%	?	CCCN1CCN(c2ncnc3sc(C(=O)Nc4ccc(OC(F)(F)F)cc4)c(C)c23)CC1
0.3%	6%[46 µM]	COc1ccc(CNC(=O)Cn2nnc(-c3ccc(C(F)(F)F)cc3)n2)cc1
-1.3%	-10%[46 µM]	O=C(CN1C=NS(=O)(=O)c2ccc(C(F)(F)F)cc21)Nc1cccc(C(F)(F)F)c1

Further records
Epigenetic reg	LMNA splice mod	SMILES
1.6%	6%[46 µM]	COc1ccc(NC(=O)CSc2nc(C)cc(C)c2C(=O)Nc2cccc(C)c2)cc1
-1.6%	33%[46 µM]	Cc1ccc(NC(=O)c2nc(S(C)(=O)=O)ncc2N(Cc2ccco2)Cc2ccccc2F)c(C)c1
0.8%	8%[46 µM]	Cc1cc(C)cc(OCC(=O)Nc2ccc(-c3nc4ncccc4o3)cc2C)c1
0.0%	-16%[46 µM]	COc1ccc(C(=O)NCCn2cc(SCC(=O)Nc3ccc(C)cc3)c3ccccc32)cc1
-0.3%	-11%[46 µM]	CC(C)OCCCNC(=O)CN1C(=O)CSc2ccc(S(=O)(=O)N3CCOCC3)cc21
0.0%	10%[46 µM]	Cc1c(C(=O)NCc2ccccc2Cl)sc2nc(-c3ccc(F)cc3)cn12
2.0%	-2%[46 µM]	Cn1cnc(S(=O)(=O)N2CCC(C(=O)NCc3ccc(F)cc3)CC2)c1
-0.8%	-7%[46 µM]	CCC(=O)N1c2ccccc2CC1C(=O)NCCN1CCN(c2ccccc2F)CC1 (stereo not given)
0.0%	3%[46 µM]	COC(=O)CN1C(=O)C(C)(C)c2cc(S(=O)(=O)Nc3ccc(C(C)C)cc3)ccc21
2.8%	-13%[46 µM]	Cc1cccc(-n2c(C)nc3cc(C(=O)NC4CCCCCC4)ccc32)c1
-1.3%	3%[46 µM]	COc1cccc(N2C(=O)CSC23C(=O)N(CC(=O)Nc2cc(C)ccc2C)c2ccccc23)c1 (stereo not given)
-3.2%	4%[46 µM]	Cc1ccccc1NC(=O)CSc1nnc(-c2cccc(Cl)c2)o1
-1.3%	?	CC(C)(C)c1cc(C(C)(C)C)c2oc(=O)c(-c3nc4ccc(C(=O)O)cc4[nH]3)cc2c1
-0.2%	-11%[46 µM]	O=C(Nc1ccc2c(c1)CCCN2C(=O)c1cccs1)c1c(F)cccc1F
0.8%	-10%[46 µM]	CCOc1ccc(-c2nc(Cn3c(=O)cc(-c4ccccc4)c4c(C)nn(C)c43)c(C)o2)cc1OC
2.3%	-3%[46 µM]	Cc1ccc(-c2nnc(Nc3ccc(C(N)=O)cc3)c3ccccc23)cc1S(N)(=O)=O
0.0%	?	Cc1oc2c(c1C(=O)NCc1ccccc1F)C1=NCCN1C=N2
1.1%	20%[46 µM]	Cc1ccccc1C(=O)Nc1nnc(S(=O)(=O)N(C)Cc2ccccc2)s1
0.0%	?	COc1ccc(-n2c(/C=C/c3cccc4ccccc34)nc3ccccc3c2=O)cc1OC
0.0%	?	Cc1ccc2nc(NC(=O)CSc3ncc(C(=O)Nc4ccccc4)c(=O)n3C)sc2c1
3.2%	16%[46 µM]	COc1ccc(OCc2ccc(-c3nc(C#N)c(NCc4ccc(F)cc4)o3)o2)cc1
-0.5%	26%[46 µM]	CCc1ccccc1NC(=O)Cn1c(=O)n(Cc2ccccc2)c(=O)c2c(C)c(C(=O)N(C)C)sc21
2.4%	-4%[46 µM]	Cc1cccc(CS(=O)(=O)CC2Nc3ccc(C(=O)NCc4ccccc4Cl)cc3NC2=O)c1 (stereo not given)
-1.2%	0%[46 µM]	COc1cccc(CNS(=O)(=O)c2ccc3c(c2)CC(C)N3C(=O)C2CCC2)c1 (stereo not given)
-2.1%	32%[46 µM]	CCOc1ccccc1NC(=O)N1CCN(Cc2cc(=O)n3nc(-c4ccc(C)cc4)sc3n2)CC1
7.2%	-6%[46 µM]	CCc1ccc(NC(=O)CN2C(=O)C3(SCC(=O)N3c3ccccc3)c3ccccc32)cc1 (stereo not given)
0.0%	-10%[46 µM]	COc1cc(NC(=O)CN2C(=O)CN(C)C(=O)c3ccccc32)cc(OC)c1OC
0.0%	9%[46 µM]	COc1ccc(CC(=O)Nc2cc(-c3cn4cccnc4n3)ccc2C)cc1OC
13%	11%[46 µM]	CCOc1ccc(N2CC(NC(=O)c3cc4ccccc4o3)CC2=O)cc1 (stereo not given)
-1.1%	?	Cc1ccc2c(c1)C(=O)OC(C(=O)Nc1ccccc1C(=O)O)C2 (stereo not given)
-0.3%	-10%[46 µM]	CCCCN(CCCC)CCNC(=O)CN1C(=O)CSc2ccc(S(=O)(=O)N3CCCCC3)cc21
6.3%	-7%[46 µM]	CCOc1ccc(NC(=O)c2cc(S(=O)(=O)NC3CCCC3)ccc2F)cc1
2.5%	?	CCOC(=O)C1CCN(C(=O)c2ccc3c(c2)sc2nc(-c4ccccc4)cn23)CC1
-2.7%	5%[46 µM]	Cc1ccccc1CNC(=O)c1cccc(NC(=O)c2nsc3ccccc23)c1
-1.6%	-1%[46 µM]	CCN1CCN(c2oc(-c3ccc(COc4ccc(OC)cc4)o3)nc2C#N)CC1
0.8%	?	COC(=O)c1ccc(Cn2c(=O)cc(C)c3c(C)nn(C)c32)cc1
0.7%	-14%[46 µM]	Cc1ccc(S(=O)(=O)Nc2ccc3c(c2)CCCN3C(=O)c2cccs2)cc1
0.0%	0%[46 µM]	CCOC(=O)c1cc(S(=O)(=O)Nc2ccc(C)cc2Cl)[nH]n1
2.8%	-7%[46 µM]	Cc1ccc(NC(=O)c2cnc(SCC(=O)N3CCOCC3)n(C)c2=O)cc1
0.0%	?	Cc1ccc(N(C)C(=O)c2cc(S(=O)(=O)N3CCOCC3)cn2C)cc1
0.0%	-8%[46 µM]	COc1ccc(CNC(=O)CCC(=O)N2CC3CCCN3c3ccccc32)cc1 (stereo not given)
-5.5%	?	Cc1cccc(-c2nc(SCc3cc(=O)c4c(C)cc(C)cc4[nH]3)n[nH]2)c1
-1.3%	-5%[46 µM]	Cc1ccc(CNC(=O)CCNS(=O)(=O)c2ccc3c(c2)CCCC(=O)N3)cc1
8.0%	?	N#Cc1cccc(Nc2ncnc3c2cnn3-c2cccc(Cl)c2)c1
-1.3%	-17%[46 µM]	CCOC(=O)c1ccc(NC2(c3ccccc3)C(=O)c3ccccc3C2=O)cc1
1.3%	13%[46 µM]	Cc1cc(C)cc(NC(=O)C2CCN(S(=O)(=O)c3cccc4nonc34)CC2)c1
2.5%	?	CCc1cccc(NC(=O)Cn2c(=O)n3nc(-c4cccc(F)c4)nc3c3ccccc32)c1
3.4%	-8%[46 µM]	COC(=O)c1ccc(NC(=O)C(=O)NCCc2sc3nc(-c4ccc(OC)cc4)nn3c2C)cc1
4.3%	11%[46 µM]	COc1ccc(S(=O)(=O)N(CC(=O)Nc2ccc(C)cc2)c2ccc(C)cc2)cc1OC
-1.1%	0%[46 µM]	COc1cc(CN2CCN(S(=O)(=O)c3ccc(NC(C)=O)cc3)CC2)cc(OC)c1OC
0.3%	18%[46 µM]	Cc1oc(-c2cccc(Br)c2)nc1CN1CCC(C(=O)NCc2ccccc2)CC1

Not all compounds are listed; count on the stated rates, not on these rows.
